NFkB transloc inh – inhibitors of IL-1B driven NFkB p65 nuclear import, primary screen, imaging, HUVEC, IL-1B stimulus, high-content imaging; inhibition, % at 2 µM; HUVEC IL-1B NFkB p65 nuclear translocation imaging; hit rate 0.43% among 94,000;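 active = inhibition above about 30% together with a positive call from visual inspection of the well image, limit read from the data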;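 note: nuclear over cytoplasmic p65 intensity ratio measured by imaging; 0% = IL-1B stimulated DMSO wells and 100% = unstimulated DMSO wells; values of inactives mirror those of a sister screen read the other way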
PLAP inhibitors HTS – PLAP enzyme inhibitors, biochemical, luminescence, HTS (AID 690). Alkaline phosphatase, placental type (Homo sapiens). purified PLAP, luminescent substrate; higher % means a stronger effect. inhibition, % at 20 µM, or IC50 in µM where a hit was titrated. hit rate 0.08% among 96,000; in the data active = a potency from the dose series; inactive = the rest, 99 in 100 with inhibition below about 30%; note: strong numbers were not always called active
MRP resist rev – reversal of MRP1-mediated doxorubicin resistance, primary screen, H69AR cells, doxorubicin co-treatment; differential viability (reversal), % at 10 µM; H69AR cells + 2 uM doxorubicin, CellTiter-Glo, 72 h; hit rate 0.04% among 85,000; AID 602, 2007;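 active = viability drop by adding the cancer drug above about 55%, with treated viability meeting a 40% cutoff, limit read from the data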;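 note: viability without doxorubicin minus viability with 2 µM doxorubicin for each compound; larger differential means the compound sensitizes cells more to doxorubicin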
Bcl-B TR3 displacers – displacers of TR3 peptide from Bcl-B, primary screen, selectivity assay for Bfl-1 inhibitor project, biochemical, fluorescence polarization; Bcl-2-like protein 10 (Homo sapiens); FP displacement of FITC-TR3 peptide from Bcl-B; higher % means a stronger effect; displacement, % at 20 µM, or IC50 in µM where a hit was titrated; hit rate 0.11% among 96,000;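 active = displacement above 50% at 20 µM plus a fluorescence interference ratio under 1.5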;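 note: plate controls were wells without compound for no effect and wells lacking Bcl-B protein for full effect; a part of the inactive calls stands beside numbers as strong as those of hits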
NFkB transloc pot – enhancers of NFkB p65 translocation in HUVEC – imaging, IL-1B stimulus, high-content imaging, primary screen; activation, % at 2 µM; hit rate 0.3% among 94,000; HUVEC IL-1B NFkB p65 nuclear translocation imaging; AID 819, 2007;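 active = activation above 40%, about the mean plus 3 SD, also judged a hit on visual image review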;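 note: percent activation is computed from the nuclear over cytoplasmic p65 intensity ratio; values of inactives mirror those of a sister screen read the other way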
MRP resist rev cytotoxicity – further read-out of MRP resist rev, marked with its call; viability, %; H69AR cells, CellTiter-Glo, 72 h; measured here: cytotoxicity without doxorubicin
MRP resist rev with doxorubicin – also measured in MRP resist rev; calls as there; viability, %; measured here: viability with 2 uM doxorubicin; stronger effect = lower value
NFkB transloc inh cell count 2 µM – second read-out of NFkB transloc inh, no call of its own (marks repeat the call); cell count; measured here: cells passing quality filter;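 raw number of nuclei counted in each imaged well without normalization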
NFkB transloc pot cell count 2 µM – also measured in NFkB transloc pot; calls as there; cell count; measured here: cells passing quality filter
Active calls of the source: *; . = no result given.

SMILES	NFkB transloc inh	NFkB transloc inh cell count 2 µM	PLAP inhibitors HTS	MRP resist rev	MRP resist rev cytotoxicity	MRP resist rev with doxorubicin	Bcl-B TR3 displacers	NFkB transloc pot	NFkB transloc pot cell count 2 µM
COc1ccccc1NC(=O)C(CCS(C)(=O)=O)N1C(=O)c2ccccc2C1=O (configuration not stated)	-42	111	-14%	-25	80	105	-3%	42*	111*
COc1ccc2c(CC(=O)OCC(=O)N3CCc4ccccc43)coc2c1	.	.	-2%	-11	83	94	-14%	.	.
COC(=O)[C@H](C)NC(=O)Nc1cc(OC)ccc1OC	-14	154	14%	-36	69	105	-4%	13	154
O=C(OCC(=O)N1CCN(C(=O)c2ccco2)CC1)c1ccccc1Cc1ccccc1	-23	104	-58%	6	93	87	-16%	23	104
Cc1cc(C)c2c(n1)nn1c(N3CCN(c4ccccc4)CC3)cc(C)nc21	2	93	10%	.	.	.	-8%	-2	93
CC(=O)c1ccc(OC(=O)c2cccs2)cc1	-31	118	22%	.	.	.	-9%	31	118
c1ccc(-c2nc(Sc3ncnc4c3cnn4-c3ccccc3)n[nH]2)cc1	-23	137	4%	-14	27	41	8%	23	137
COC(=O)C1=C(CN2CCN(C)CC2)NC(=O)NC1c1cc(C)ccc1C (configuration not stated)	-10	164	-21%	.	.	.	1%	10	164
c1ccc(-n2ncc3c(NCc4ccccn4)ncnc32)cc1	9	129	16%	-8	92	100	-6%	-9	129
CCN(CC)c1ccc(-c2c(C#N)c(N)nc(OC)c2C#N)cc1	-7	138	6%	-7	91	98	-19%	7	138
COc1ccccc1NC(=O)N(Cc1ccco1)Cc1cc2cccc(C)c2[nH]c1=O	0	151	-47%	-12	79	91	-4%	0	151
Cc1ccc(NC(=O)C2C(=O)N(CCO)C3(C)CC2c2ccccc2O3)cc1 (configuration not stated)	-8	147	.	20	95	75	.	8	147
COc1cccc(-c2[nH]nc3c2C(c2ccc(C)o2)C(C#N)=C(N)O3)c1 (configuration not stated)	-16	133	-1%	2	85	83	2%	16	133
CCN1CCN(C(=O)c2oc(=O)c3ccccc3c2-c2ccc(C)cc2)CC1	.	.	-22%	4	90	86	2%	.	.
O=C(Cn1nnc2ccccc21)OCC(=O)c1ccc(Cl)c(Cl)c1	-3	150	.	6	98	92	.	3	150
CC1(C)CC(=O)c2c(nc(SCC(=O)Nc3nsc(-c4ccccc4)n3)c(C#N)c2-c2ccccc2)C1	6	122	5%	.	.	.	-18%	-6	122
CCc1nc(N2CCCC2C(=O)O)c2oc3ccccc3c2n1 (configuration not stated)	-26	129	-9%	-4	69	73	3%	26	129
O=C(Nc1cc(Cl)ccc1O)C1CCCO1 (configuration not stated)	3	151	7%	-16	64	80	-4%	-3	151
O=C(CCCCCN1C(=O)CCC1=O)Nc1ccc2c(c1)OCO2	10	108	11%	-24	79	103	10%	-10	108
Cc1cc(C)c(OCC(=O)Nc2ccccc2N2CCOCC2)c(C)c1	13	165	-12%	1	78	77	-10%	-13	165
CCOc1cc(C2c3c(oc4cc(C)c(Cl)cc4c3=O)C(=O)N2Cc2ccco2)ccc1O (configuration not stated)	-17	93	3%	-3	3	6	-18%	17	93
O=C(Nc1ccc(NC(=O)c2ccco2)nc1)c1cccnc1	-4	175	.	-6	79	84	.	4	175
CCN1CCc2nc(NC(=O)c3ccccc3)sc2C1	-13	191	8%	.	.	.	-15%	13	191
CCOc1ccc(C(CC(=O)O)NC(=O)c2ccco2)cc1OC (configuration not stated)	-6	189	-16%	9	98	89	-10%	6	189
Cc1cc(Cl)ccc1OCCCC(=O)N1CCCCC1	-10	82	-79%	20	103	83	-1%	9	82
O=C1CCCC/C1=C/Nc1ccc(S(=O)(=O)Nc2ncccn2)cc1	4	176	-5%	.	.	.	10%	-4	176
O=C(COc1ccc(Cl)cc1Cl)Nc1ccc2nc3n(c(=O)c2c1)CCCC3	13	130	5%	-6	71	77	-7%	-13	130
COc1ccc(CN2CC(C(=O)NCCN3CCN(c4ccccc4F)CC3)CC2=O)cc1 (configuration not stated)	-14	87	-64%	9	86	76	-2%	14	87
CCC(C(=O)NC1CCCC1)N(C(=O)Cn1nnc(-c2ccc(C)o2)n1)c1cnc2ccccc2c1 (configuration not stated)	-15	60	-7%	-1	5	6	-8%	15	60
Cc1ccc(NCc2nc3ccccc3n2C)cc1	-14	129	26%	4	85	80	2%	14	129
COc1ccccc1-c1nnc(N(C)C(=O)C2CCCO2)s1 (configuration not stated)	6	139	0%	15	90	75	-6%	-6	139
CCCOC(=O)C1=C(C)NC2=C(C(=O)CCC2)C1c1cc(OC)ccc1OC (configuration not stated)	-1	146	4%	5	85	79	2%	1	146
Clc1ccc2nc(SCc3nnc(-c4ccccc4)o3)[nH]c2c1	7	67	-1%	23	101	78	-10%	-7	67
Cc1occc1-c1nnc(SCC(=O)N2CCOCC2)n1CCc1ccccc1	-1	185	4%	1	96	95	-5%	1	185
O=C(NCCc1ccccc1)/C(=N\O)c1ccccc1	-22	125	-3%	6	80	74	-10%	22	125
CC(=O)Nc1ccccc1Sc1ccccc1	-7	143	10%	-9	91	100	-2%	7	143
O=C(Cc1ccccc1)N1CCC(O)(c2cccnc2)CC1	8	59	14%	-3	90	93	-14%	-8	59
O=c1c2cc(N3CCOCC3)ccc2[nH]c(=S)n1Cc1ccc(Cl)cc1	-3	68	-45%	18	76	57	-3%	3	68
CC(=O)c1ccc(NC(=O)c2cnn3ccccc23)cc1	4	192	22%	-9	82	91	12%	-4	192
O=C(OCCCN=C1NS(=O)(=O)c2ccccc21)c1ccc(F)cc1	7	178	4%	6	93	87	-1%	-7	178

Some entries already given, showing only NFkB transloc inh, NFkB transloc pot cell count 2 µM and MRP resist rev with doxorubicin.
structure | NFkB transloc inh | NFkB transloc pot cell count 2 µM | MRP resist rev with doxorubicin
Cc1cc(Cl)ccc1OCCCC(=O)N1CCCCC1 | -10 | 82 | 83
CCOc1ccc(C(CC(=O)O)NC(=O)c2ccco2)cc1OC (configuration not stated) | -6 | 189 | 89
COc1ccccc1-c1nnc(N(C)C(=O)C2CCCO2)s1 (configuration not stated) | 6 | 139 | 75
CCC(C(=O)NC1CCCC1)N(C(=O)Cn1nnc(-c2ccc(C)o2)n1)c1cnc2ccccc2c1 (configuration not stated) | -15 | 60 | 6
Clc1ccc2nc(SCc3nnc(-c4ccccc4)o3)[nH]c2c1 | 7 | 67 | 78
O=C(Nc1ccc(NC(=O)c2ccco2)nc1)c1cccnc1 | -4 | 175 | 84
O=C(Cc1ccccc1)N1CCC(O)(c2cccnc2)CC1 | 8 | 59 | 93

Reprinted at random: 2 entries already listed, in no set order.
SMILES	NFkB transloc inh	NFkB transloc inh cell count 2 µM	PLAP inhibitors HTS	MRP resist rev	MRP resist rev cytotoxicity	MRP resist rev with doxorubicin	Bcl-B TR3 displacers	NFkB transloc pot	NFkB transloc pot cell count 2 µM
CC(=O)c1ccc(NC(=O)c2cnn3ccccc23)cc1	4	192	22%	-9	82	91	12%	-4	192
COc1ccc(CN2CC(C(=O)NCCN3CCN(c4ccccc4F)CC3)CC2=O)cc1 (configuration not stated)	-14	87	-64%	9	86	76	-2%	14	87

The results go on.
SMILES	NFkB transloc inh	NFkB transloc inh cell count 2 µM	PLAP inhibitors HTS	MRP resist rev	MRP resist rev cytotoxicity	MRP resist rev with doxorubicin	Bcl-B TR3 displacers	NFkB transloc pot	NFkB transloc pot cell count 2 µM
Cc1ncc([N+](=O)[O-])n1CC(=O)NCc1ccccc1	2	137	12%	.	.	.	-5%	-1	137
O=C(CCc1ccc(S(=O)(=O)NC2CCCCC2)cc1)NCc1ccc(Cl)cc1	9	175	18%	.	.	.	6%	-9	175
O=C(c1c(Cl)cccc1Cl)N1CCN(c2ccccn2)CC1	4	84	8%	4	84	80	-3%	-4	84
OCC1CCCN(Cc2ccc(-c3ccccc3)cc2)C1 (configuration not stated)	5	57	-33%	1	90	89	-5%	-5	57
COc1ccc(/C=N\NC(=O)COc2ccccc2Cl)cc1Cn1nc(C)cc1C	-12	141	0%	.	.	.	-1%	12	141
Cc1cc2ccc(C)c(C)c2nc1SCC#N	-6	115	3%	13	94	81	13%	6	115
CCC(NC(=O)OC(C)(C)C)C(=O)Oc1ccc2c3c(c(=O)oc2c1)CCC3 (configuration not stated)	-12	133	8%	3	90	86	-19%	12	133
CCOC(=O)C1=C(CN2CCOCC2)NC(=O)NC1c1cc(C)ccc1C (configuration not stated)	-4	82	-10%	4	47	43	-10%	4	82
Cc1ccc(N)c(C(O)(C(F)(F)F)C(F)(F)F)c1	-11	77	-5%	-8	92	100	-14%	11	77
Cc1nc2ccccc2c2c1C(=O)N(C)C2=O	-16	133	-24%	7	93	87	20%	16	133
COc1ccccc1N1CCN(C(=O)C2c3ccccc3Oc3ccccc32)CC1	-3	81	-78%	-32	30	62	-14%	3	81
COc1cc(CNC2CCCC2)cc(Cl)c1OCc1ccccc1Cl	-11	164	-26%	.	.	.	-7%	2	153
O=C(c1ccc(Cl)cc1)c1c[nH]c(C(=O)C(Cl)(Cl)Cl)c1	-16	177	13%	0	2	2	-2%	16	177
CC1Cc2ccccc2N1CC(=O)Nc1ccc2c(c1)OCO2 (configuration not stated)	0	112	22%	.	.	.	3%	0	112
Cc1ccc(-n2c([O-])nc(-[n+]3ccccc3)c2C=O)cc1	2	130	72%	.	.	.	3%	-2	130
CCOC(=O)CCCNC(=O)CCCNC(=O)C(c1ccccc1)c1ccccc1	-4	165	.	.	.	.	6%	4	165
COc1ccc(OC)c(/C=N/NC(=O)c2csc3ccccc23)c1	3	192	8%	.	.	.	-5%	-3	192
CCc1ccc(/C=C2\SC(=S)N(CCCC(=O)Nc3ccccn3)C2=O)cc1	0	172	6%	.	.	.	-48%	0	172
CC(C)(C)c1ccc(OCC(=O)NCc2ccco2)c(Br)c1	1	186	4%	2	81	79	-6%	-1	186
c1ccn2cc(CSc3nnc4ccccn34)nc2c1	7	211	10%	7	99	92	-9%	-7	211
COc1ccc(C2c3c(-c4cc(Cl)c(C)cc4O)n[nH]c3C(=O)N2Cc2cccnc2)cc1OC (configuration not stated)	3	94	-16%	9	100	91	1%	-3	94
Cc1ccc(C)c(NC(=O)Cn2nnc(C(=O)Nc3c(C)cccc3C)c2N)c1	-15	170	0%	9	95	86	-1%	15	170
CCOC(=O)C(C)Oc1cccc2c(=O)n(CC(=O)NCc3ccc4c(c3)OCO4)ccc12 (configuration not stated)	-14	80	-9%	-27	30	57	-17%	14	80

Four entries from above in a different format.
SMILES: CC(C)(C)c1ccc(OCC(=O)NCc2ccco2)c(Br)c1
  NFkB transloc inh: 1	NFkB transloc inh cell count 2 µM: 186	PLAP inhibitors HTS: 4%	MRP resist rev: 2	MRP resist rev cytotoxicity: 81	MRP resist rev with doxorubicin: 79	Bcl-B TR3 displacers: -6%	NFkB transloc pot: -1	NFkB transloc pot cell count 2 µM: 186
SMILES: Cc1ccc(C)c(NC(=O)Cn2nnc(C(=O)Nc3c(C)cccc3C)c2N)c1
  NFkB transloc inh: -15	NFkB transloc inh cell count 2 µM: 170	PLAP inhibitors HTS: 0%	MRP resist rev: 9	MRP resist rev cytotoxicity: 95	MRP resist rev with doxorubicin: 86	Bcl-B TR3 displacers: -1%	NFkB transloc pot: 15	NFkB transloc pot cell count 2 µM: 170
SMILES: Cc1ncc([N+](=O)[O-])n1CC(=O)NCc1ccccc1
  NFkB transloc inh: 2	NFkB transloc inh cell count 2 µM: 137	PLAP inhibitors HTS: 12%	MRP resist rev: .	MRP resist rev cytotoxicity: .	MRP resist rev with doxorubicin: .	Bcl-B TR3 displacers: -5%	NFkB transloc pot: -1	NFkB transloc pot cell count 2 µM: 137
SMILES: c1ccn2cc(CSc3nnc4ccccn34)nc2c1
  NFkB transloc inh: 7	NFkB transloc inh cell count 2 µM: 211	PLAP inhibitors HTS: 10%	MRP resist rev: 7	MRP resist rev cytotoxicity: 99	MRP resist rev with doxorubicin: 92	Bcl-B TR3 displacers: -9%	NFkB transloc pot: -7	NFkB transloc pot cell count 2 µM: 211

Screens from PubChem.

A portion of the library. The share of hits here may be higher or lower than overall.
